Bioassay records as filed in PubChem.
C8 TRAIL sens – viability loss with TRAIL in NB7+C8 cells, primary screen, TRAIL sensitizer project, cell-based, ATPlite luminescence; inhibition (viability loss, TRAIL sensitization), % at 10 µM; actives 1% (n = 360,000);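 active means compounds causing at least 50% loss of cell viability in the single-dose screen, relative to plate controls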
SRC1 inh – SRC1 coactivator transcriptional activity inhibitors, primary screen, cell-based, luminescence; inhibition, % at 3.6 µM; Nuclear receptor coactivator 1 (Homo sapiens), Q15788; HEK293 GAL4-SRC1 luciferase reporter; actives 0.12% (n = 360,000);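 active means inhibition above the campaign mean plus 3 SD, with each screening campaign given its own cutoff, cut at about 60% in these data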;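 further: 0% = DMSO treated cells and 100% = gossypol at 36 µM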
NCOA2 inhibitor – inhibition of GAL4-SRC2 driven luciferase reporter, primary screen, SRC2 inhibitor project, cell-based, luminescence. Nuclear receptor coactivator 2 (Homo sapiens), Q15596. HEK293 GAL4-SRC2 luciferase reporter. AID 651957, 2012. actives 0.17% (n = 370,000). inhibition, % at 9 µM;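 active means inhibition above the mean inhibition of all tested compounds plus 3 SD, set per campaign, cut at about 52% in these data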;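 further: 0% = DMSO treated cells and 100% = cells given Gossypol at 36 µM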
LRH-1 inv ag – LRH-1 (NR5A2) inverse agonists, primary screen, cell-based, luminescence, HEK293T, StAR-luciferase reporter. inhibition, % at 3.6 µM. AID 602396, 2012. Nuclear receptor subfamily 5 group A member 2 (Homo sapiens), O00482. actives 0.13% (n = 360,000). LRH-1 transfected, 24 h;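 active means inhibition above the mean inhibition of all tested compounds plus 3 SD, cut at about 73% in these data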;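 further: 0% = DMSO wells and 100% = reporter-only cells lacking LRH-1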
SRC3 inh – SRC3 coactivator transcriptional activity inhibitors, primary screen, cell-based, luminescence; HEK293 GAL4-SRC3 luciferase reporter; AID 588352, 2011; inhibition, % at 3.6 µM; Nuclear receptor coactivator 3 (Homo sapiens), Q9Y6Q9; actives 0.17% (n = 360,000);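 active means inhibition above a per-campaign cutoff, the mean of all compounds plus 3 SD, cut at about 60% in these data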;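 further: 0% = DMSO-treated cells and 100% = gossypol-treated cells at 36 µM; higher means less SRC3-driven luciferase light from the GAL4 reporter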
NOD2-RIPK2 inh – NOD2-RIPK2 binding disruptors in cells, primary screen, fluorescence, CHO cells, BLA complementation; inhibition, % at 4.98 µM; CCF4 ratio; actives 0.38% (n = 360,000); in the data active means inhibition above about 21%;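 further: 0% = vehicle only and 100% = reference blocker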
Target sequence (O43353 whole entry, looked up): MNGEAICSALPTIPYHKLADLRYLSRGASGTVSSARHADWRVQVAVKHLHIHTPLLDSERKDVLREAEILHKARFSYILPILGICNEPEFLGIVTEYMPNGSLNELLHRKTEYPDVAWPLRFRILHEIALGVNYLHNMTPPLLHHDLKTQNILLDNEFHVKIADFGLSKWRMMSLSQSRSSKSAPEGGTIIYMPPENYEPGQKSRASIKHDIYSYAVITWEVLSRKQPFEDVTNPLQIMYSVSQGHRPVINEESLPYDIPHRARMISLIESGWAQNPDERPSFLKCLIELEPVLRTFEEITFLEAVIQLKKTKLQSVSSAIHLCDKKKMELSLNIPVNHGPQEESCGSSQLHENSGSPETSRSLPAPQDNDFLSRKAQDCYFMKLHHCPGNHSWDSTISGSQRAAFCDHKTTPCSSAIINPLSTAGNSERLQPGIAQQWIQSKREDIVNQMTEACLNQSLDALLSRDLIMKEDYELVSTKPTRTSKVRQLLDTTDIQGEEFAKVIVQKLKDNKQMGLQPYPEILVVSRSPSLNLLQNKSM
TROY signal inh – inhibitors of TROY-driven NF-kB signaling, primary screen, Q293 LMP1-TROYcd cells, NF-kB luciferase, uHTS | Q293 LMP1-TROYcd NF-kB luciferase reporter, 4 h | inhibition, % at 10 µM | actives 0.98% (n = 360,000);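 active means compounds whose plate-normalised and pattern-corrected inhibition of the luciferase reporter signal at the single screening dose is 50% or more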
Vif inh – HIV Vif self-association inhibitors, primary screen, imaging, HEK293T, single point | inhibition, % at 7.49 µM | HEK293T cells, Vif self-association by quenched fluorescence, 24 h | actives 0.35% (n = 340,000); in the data active means inhibition above about 50%, passing the limit was not always enough; inconclusive means no clear call, values can overlap the other calls; inactive means below about 31%; further: some results filed as inactive read as strong as hits
TLR9-MyD88 block – inhibitors of TLR9-MyD88 association in cells, primary screen, cell-based, CHO, BLA complementation, fluorescence; inhibition, % at 4.98 µM; CCF4 FRET ratio; AID 504734, 2011; actives 0.21% (n = 340,000);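 active means inhibition above the mean over all tested compounds plus 3 SD, cut at about 21% in these data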;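 further: 0% = DMSO only wells and 100% = clavulanate BLA inhibitor control wells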
NR2F2 inh – NR2F2 transcriptional activity inhibitors, primary screen, cell-based, luciferase reporter, HEK293T, luminescence. AID 686940, 2013. inhibition, % at 8.6 µM. actives 0.7% (n = 370,000). HEK293T NGFI-A luciferase reporter;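 active means inhibition above a per-plate cutoff, mean inhibition of test wells between control levels plus 3 SD, cut at about 38% in these data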;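 further: cells cotransfected with COUP-TFII expression vector driving the NGFI-A reporter; 0% = median of COUP-TF2 test wells and 100% = reporter-only cells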
Target sequence (P24468 whole entry, looked up): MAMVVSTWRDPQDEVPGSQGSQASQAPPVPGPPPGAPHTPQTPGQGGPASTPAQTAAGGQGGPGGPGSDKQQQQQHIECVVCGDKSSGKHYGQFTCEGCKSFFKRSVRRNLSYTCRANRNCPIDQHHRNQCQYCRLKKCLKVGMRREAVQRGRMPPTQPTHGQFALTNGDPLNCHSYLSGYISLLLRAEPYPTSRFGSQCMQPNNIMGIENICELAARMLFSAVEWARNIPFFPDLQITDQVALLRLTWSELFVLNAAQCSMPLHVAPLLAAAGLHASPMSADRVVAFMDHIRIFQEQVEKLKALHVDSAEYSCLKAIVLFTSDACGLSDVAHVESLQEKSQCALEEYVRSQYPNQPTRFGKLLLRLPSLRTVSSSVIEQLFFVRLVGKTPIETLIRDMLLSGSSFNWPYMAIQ
LMP1 NFkB inh – EBV LMP1-driven NF-kappaB luciferase reporter inhibitors, primary screen, cell-based, luminescence, single point | actives 0.69% (n = 350,000) | LMP1-induced NF-kappaB luciferase reporter cells | inhibition, % at 12.5 µM; in the data active means inhibition above about 41%; inconclusive means no clear call, values can overlap the other calls;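 further: 0% = neutral control wells and 100% = reference inhibitor control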
* marks the source's active call; other numbers are inactive results; ? = inconclusive; . = no result given. An excerpt. The share of hits here may be higher or lower than overall.

Molecule,C8 TRAIL sens,SRC1 inh,NCOA2 inhibitor,LRH-1 inv ag,SRC3 inh,NOD2-RIPK2 inh,TROY signal inh,Vif inh,TLR9-MyD88 block,NR2F2 inh,LMP1 NFkB inh
COc1ccc(NC(=O)N2CCCC2C(=O)NCc2ccc(F)cc2)cc1 (centres undefined),13.1,-2.1,5.3,-4.0,12.5,-14.0,-12.9,7.1,2.5,-13.5,5.3
Cc1cc(Nc2ccccc2)n(-c2nc3ccccc3[nH]2)n1,7.7,8.1,10.1,6.9,7.7,-10.0,.,-5.6,-1.7,-0.9,-3.1
O=C(CN1C(=O)NC(c2ccccc2)(c2ccccc2)C1=O)N1CCN(c2ccccc2F)CC1,-3.2,2.0,2.7,-42.0,1.2,-4.2,12.2,3.9,-5.3,11.4,-1.8
CCOc1cc(C2NN=C(c3ccccc3)S2)ccc1OCc1ccc(F)cc1 (centres undefined),27.0,-154.2,-46.7,-105.7,-88.8,7.3,-43.9,4.6,3.2,-42.0,-21.8
COc1ccccc1-n1c(SCC(=O)O)nnc1-c1ccc(S(=O)(=O)N2CCCCC2)cc1,-12.7,-1.0,-1.4,-0.2,-3.8,-2.9,10.7,-3.3,-6.2,-13.8,-4.1
CCc1cc2c(SCC(=O)C(C#N)=C3N(C)c4ccccc4N3C)ncnc2s1,3.0,3.9,27.3,-3.7,8.3,-9.8,14.9,6.0,-12.6,7.3,-6.1
COc1cccc(-c2nc3ccc([N+](=O)[O-])cc3o2)c1,27.5,-3.3,-47.4,-25.1,-24.9,-10.2,-71.5,-4.1,-2.4,1.5,-26.2
OCn1c2ccccc2c2ccccc21,-22.6,-10.2,4.3,-3.4,-4.5,2.7,-25.0,7.4,-16.9,5.6,7.0
O=C(CCCN1C(=O)/C(=C\c2ccccc2)SC1=S)Nc1ccc(O)cc1,9.9,-1.5,28.2,1.9,0.5,-4.8,15.9,-6.1,.,14.0,9.5
Cc1nn(-c2ccccc2)c(N)c1C(c1ccccc1)c1c(C)nn(-c2ccccc2)c1N,-4.0,1.8,17.9,-13.2,-4.3,9.3,8.6,-0.3,-4.0,1.9,7.7
CCOC(=O)C(NC(=O)c1cccc(Cl)c1)(Nc1nnc(C)s1)C(F)(F)F (centres undefined),-7.2,-1.3,2.9,6.9,7.5,-3.6,14.2,7.5,1.1,6.9,0.0
CC1CCCCN1C(=O)c1c([N+](=O)[O-])cnn1C (centres undefined),2.2,-2.1,5.5,-3.2,1.1,6.7,12.8,4.6,1.6,7.2,-13.1
Cc1cccc(NC(=S)NC23CN4CN(CN(C4)C2)C3)c1C,-5.2,5.0,-14.6,9.2,6.8,-3.7,-11.4,25.4,4.3,16.1,0.6
CC(C)N1CCN(Cc2cccc3nonc23)CC1CCO (centres undefined),-15.5,-4.0,-12.1,9.8,24.4,-9.5,16.0,-4.4,-5.4,1.8,-4.8
CC1CCN(CC(=O)N2c3ccccc3CC2C)CC1 (centres undefined),13.6,-29.8,12.2,10.1,2.2,-4.8,17.6,-0.5,5.1,-0.7,3.2
CN1CCN(c2cccc3c2S(=O)(=O)N[C@H](Cc2ccccc2)CO3)CC1,10.2,.,16.9,-17.8,.,-14.3,-0.4,.,.,-22.8,.
COC(=O)COc1cccc(-n2cnnn2)c1,-8.6,1.2,-9.2,3.4,3.9,-12.5,-7.8,40.8,-2.1,-4.2,-3.9
C=CCn1c(=NC(=O)C2CCCCC2)sc2cc(NC(C)=O)ccc21,6.7,1.1,-38.9,-6.6,-20.9,-22.3,8.6,-8.2,-1.0,-13.6,-5.4
O=C(/C=C/c1cccc([N+](=O)[O-])c1)n1cnc2ccccc21,-9.2,2.8,27.1,-12.8,3.9,0.3,20.4,-6.4,.,4.3,6.5
Cc1ccc(S(=O)(=O)NN2C(=O)/C(=C/c3ccc(C(=O)O)cc3)SC2=S)cc1,3.8,13.7,18.6,25.6,-2.5,4.7,4.5,2.4,11.3,16.6,-2.8
COc1ccc2ccccc2c1-c1csc(N)n1,-18.8,-22.8,-5.1,2.8,-10.1,-3.3,-8.3,-4.3,11.3,5.7,0.6
COc1ccc(CC(=O)NCc2ccc3c(c2)OCO3)cc1,5.7,4.3,-13.9,10.5,14.5,4.2,-6.3,.,4.3,-6.6,-16.5
COC1CCN(C(=O)c2cc(COc3ccc(-n4cncn4)cc3)on2)CC1,8.8,-8.8,4.5,3.8,17.8,4.7,-4.7,-8.5,-6.1,1.2,-1.6
Cn1nnnc1SCC(=O)Nc1sccc1C(N)=O,-13.3,14.1,6.4,-6.3,5.6,11.3,-1.5,-0.2,-1.4,2.7,1.0
CC(=O)c1cn(CC(=O)Nc2c(C)cccc2C)c2ccccc12,9.4,15.1,19.7,19.2,21.9,5.6,38.1,-15.9,-0.9,37.3,6.2
COc1c(S(=O)(=O)NCCN2CCOCC2)ccc(Cl)c1Cl,0.4,-7.9,-39.4,-24.3,9.8,-6.5,-9.1,0.0,0.0,3.5,-13.9
C/C=C/C(=O)OCC(=O)NC(=O)NC(C)C,-1.9,-2.7,-9.0,-6.3,11.7,6.8,-9.7,1.7,-8.9,-8.9,-11.9
CCOC(=O)CC(NC(=O)CCS(=O)(=O)c1ccc2c(c1)n(C)c(=O)c(=O)n2C)c1ccc(C)cc1 (centres undefined),2.1,11.8,-15.1,9.9,-1.9,-0.8,5.2,6.0,-2.9,-1.3,-1.5
COC(=O)C1=C(C)OC(N)=C(C#N)C1c1cc(OC)c(OCC(N)=O)cc1Cl (centres undefined),-1.9,3.0,15.4,-9.5,-2.3,2.6,-2.3,3.1,-0.2,-8.0,3.4
Nc1nonc1C(=O)N/N=C/c1cccc([N+](=O)[O-])c1,3.8,-28.1,-8.8,1.5,8.2,10.5,-52.0,-8.6,-1.1,10.6,1.8
O=C(Cc1ccc(-c2ccccc2)cc1)NCCN1CCOCC1,-9.6,-4.0,2.8,-3.7,-0.4,5.0,12.0,-1.2,8.7,13.3,-1.5
O=C(c1cccc(C(F)(F)F)c1)N1CCC(O)(CS(=O)(=O)Cc2ccccc2)CC1,-0.8,-3.1,6.6,0.5,-0.1,3.7,-2.3,-6.9,0.2,7.4,-1.2
COc1cc(NC(=O)C(C)Oc2ccccc2)cc(OC)c1 (centres undefined),0.2,-3.8,5.5,-8.1,6.8,-3.4,-13.1,1.9,-1.3,0.2,-7.1
CCCCn1c(N)c(N(CC(C)C)C(=O)c2ccc(-c3ccc([N+](=O)[O-])cc3)o2)c(=O)[nH]c1=O,21.1,-14.0,-12.3,-1.9,7.7,-5.3,-5.8,27.1,13.8,8.8,3.4
COCCCNc1nc2ccccc2nc1NS(=O)(=O)c1cccc(Cl)c1,17.1,-3.7,-12.7,1.8,-6.5,7.1,-13.8,-5.3,12.9,20.1,5.4
FC(F)C(F)(F)Oc1cccc(Nc2nccn3c(-c4cccc5cccnc45)cnc23)c1,10.2,0.3,-30.2,-16.9,-3.5,-3.9,7.2,-2.6,.,23.6,.
Cc1cc(=O)[nH]c2ccc(S(=O)(=O)Nc3ccc(O)cc3)cc12,2.5,-29.9,-39.9,0.0,12.3,-5.4,6.9,?,-8.6,5.1,1.5
Cc1nc2c(sc(=S)n2Cc2ccco2)c(=O)n1CC(=O)Nc1ccccc1,-9.9,2.1,-9.6,-0.5,-8.7,-1.9,8.7,-4.1,-3.2,-5.4,-2.1
CCCNC(=O)c1nn2cc(Br)cnc2c1Br,-1.0,-8.2,-30.0,-6.6,-6.5,-3.9,-1.1,-8.6,9.3,-8.7,-0.9
CCN(CCCNC(=O)c1ccc(N2CCCC2=O)cc1)c1cccc(C)c1,-7.0,17.8,6.1,5.2,12.7,5.5,17.9,-11.1,-7.7,13.8,-3.0
C/C(CC1(O)C(=O)N(C)c2ccccc21)=N\O (centres undefined),30.0,10.4,-22.3,5.8,13.6,-11.8,-6.9,-2.8,-0.2,17.3,-11.6
O=C(C1CCN(S(=O)(=O)N2CCCC2)CC1)N1CCCCC1,-21.7,-4.1,-4.5,-14.2,-7.9,-9.4,-6.9,1.0,-11.2,-4.3,-1.7
CCC1(c2ccccc2)NC(=O)N(CC(=O)Nc2cc(C(F)(F)F)ccc2N2CCCC2)C1=O (centres undefined),0.6,-6.8,-47.4,-10.9,-4.0,4.1,-5.7,0.1,-9.8,-3.8,0.8
COc1ccc(N2C(=O)CC(c3ccccc3)C2=O)cc1 (centres undefined),-12.3,10.1,-6.5,8.4,25.8,0.6,3.4,-7.4,6.8,5.2,1.3
COc1ccc(-c2cn3cc(C(F)(F)F)cc(Cl)c3n2)cc1,38.6,-108.7,-69.7,-136.5,-72.3,-3.0,-43.3,11.0,9.3,-42.6,-69.8
Nc1ncc(Br)cc1S(=O)(=O)NCCC(=O)N1CCN(c2ccccc2)CC1,-14.4,-5.1,24.9,-7.1,-6.0,-8.8,-6.4,-9.5,-2.3,-4.5,-7.4
